# High-throughput results: PubChem, Broad Institute
# esBAF inh: SWI/SNF esBAF complex inhibition | AID 602393 | mouse ES cells, Bmi1-luciferase knock-in reporter, 24 h; 100% = twice the neutral-well signal | reporter increase, % at 12.5 µM | 350,000 tested, 2% active; in the data active means activation above about 40%; inconclusive means no clear call, values can overlap the other calls;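 further: 0% = median of the plate's neutral control wells and 100% = double that signal; a rise in the Bmi1 reporter signal indicates esBAF inhibition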
# RAD52 anneal inh: inhibitors of human RAD52 DNA annealing | inhibition, % at 18.7 µM | recombinant RAD52 DNA annealing, FRET fluorescence | P43351 | 360,000 tested, 0.46% active;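 active means every replicate showing at least 50% inhibition; inconclusive means mean inhibition at least 50% but not in every replicate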
# Target sequence (P43351 whole entry, looked up): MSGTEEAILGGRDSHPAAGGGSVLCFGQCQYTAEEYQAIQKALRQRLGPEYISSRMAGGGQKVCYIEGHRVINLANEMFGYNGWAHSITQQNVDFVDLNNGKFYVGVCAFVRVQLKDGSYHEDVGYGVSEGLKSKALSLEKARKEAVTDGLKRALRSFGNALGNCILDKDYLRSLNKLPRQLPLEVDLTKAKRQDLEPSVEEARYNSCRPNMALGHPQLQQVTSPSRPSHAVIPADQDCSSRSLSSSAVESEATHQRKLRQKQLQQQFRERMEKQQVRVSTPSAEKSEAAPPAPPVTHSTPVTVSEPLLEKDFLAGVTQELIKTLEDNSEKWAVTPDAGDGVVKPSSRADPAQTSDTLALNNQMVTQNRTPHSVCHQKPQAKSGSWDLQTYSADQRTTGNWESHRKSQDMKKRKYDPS
# ERAP1 inh: inhibitors of human ERAP1 aminopeptidase; Q9NZ08; recombinant ERAP1, Leu-AMC fluorescence, 60 min; inhibition, % at 10.7 µM; 340,000 tested, 0.15% active; AID 652197;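 active means mean replicate inhibition of at least 30%, or all replicates individually reaching that 30% level; inactive means mean below 30% and not every replicate reaching it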;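 further: 0% = neutral control wells and 100% = L-leucinethiol positive control wells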
# RAD54 branch: RAD54 (human) branch migration inhibition; RAD54 Holliday junction branch migration, FAM/BHQ fluorescence; inhibition, % at 10.4 µM; 360,000 tested, 0.14% active; AID 602329;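 active means mean normalized replicate activity at least 40 and at least half of replicates scoring 40 or more; inconclusive means only one of the two criteria met; inactive means mean below 40 and under half of replicates reaching 40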;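 further: 0% = median of neutral control wells and 100% = median of positive control wells; inhibitors cause a drop in the FAM fluorescence signal; in these data hits start at about 50%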
# S100A4 inh HTS: blocks human S100A4 binding to myosin IIA peptide | P26447 | 360,000 tested, 0.14% active | S100A4/TAMRA-MyoIIA peptide fluorescence polarization | inhibition, % at 10.7 µM;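 active means mean inhibition of at least 70% across replicates, with every replicate also reaching that level; inconclusive means mean inhibition reaches 70% but some replicates fall short; inactive means mean inhibition below 70%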
# Target sequence (P26447 whole entry, looked up): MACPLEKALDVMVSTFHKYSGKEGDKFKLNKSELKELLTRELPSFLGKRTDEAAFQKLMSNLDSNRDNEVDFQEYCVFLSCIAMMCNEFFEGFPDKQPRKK
#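 Material: S100A4 monomer protein / Buffer or medium: 50 mM HEPES pH 7.2, 10 mM CaCl2, 100 mM KCl / Times: 5 min incubation before reading / Benchmarks: neutral control DMSO, positive control TFP / Reagent: labelled myosin peptide probe, 5 nM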
# E-sel inducer: E-selectin induction on HUVECs | HUVEC E-selectin immunofluorescence imaging; normalized: neutral wells 0, TNF-alpha wells 100 | activation, % at 7.58 µM | 260,000 tested, 0.37% active | AID 686992;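 active means mean E-selectin-positive cell signal at least 10% of the positive control, reached in at least 60% of replicates, without over 20% cell loss; inconclusive means no rule given, readout overlaps actives, possibly toxicity-flagged; inactive means the rest, including those meeting only one limit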;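 further: in these data hits start at about 27%; measured in HUVEC primary endothelial cells; signal is the percent of cells scored E-selectin positive by PE staining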
#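 System: HUVEC / Compound: single concentration / Signal: immunofluorescence imaging / Read-out: percent E-selectin-positive cells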
# Xi reactivation: X-chromosome reactivation activator; XiGFP mouse fibroblasts, % GFP-positive cells imaging, 3 d; cells co-treated with 5-aza-dC sensitizer; scaled so ellipticine positive control = 100%; activation, % at 7.58 µM; 360,000 tested, 0.055% active; AID 743238;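 active means mean normalized replicate activation at least 10% and every replicate at or above 10%; inconclusive means only one of the two criteria met; inactive means mean below 10% and not all replicates reach 10%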;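 further: 0% = median of on-plate neutral control wells and 100% = ellipticine 6 µM median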
#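 Material: SV40-immortalized XiGFP fibroblast cells, line 68-5-11 | Buffer or medium: DMEM containing 5-aza-dC | Dosing: One concentration, pinned | Times: 3 d treatment, 15 min room-temperature fixation | Controls: Ellipticine 6 µM positive control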
# ERp5 block: ERp5 (human) disulfide isomerase inhibition; Q15084; ERp5 insulin aggregation, absorbance 650 nm, 90 min; inhibition, % at 9.99 µM; 350,000 tested, 0.05% active;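 active means mean replicate inhibition above about 25%, with every replicate also reaching it, limit read from the data, passing the limit was not always enough; inconclusive means only one of those two criteria met; inactive means neither criterion met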
# Target sequence (Q15084 whole entry, looked up): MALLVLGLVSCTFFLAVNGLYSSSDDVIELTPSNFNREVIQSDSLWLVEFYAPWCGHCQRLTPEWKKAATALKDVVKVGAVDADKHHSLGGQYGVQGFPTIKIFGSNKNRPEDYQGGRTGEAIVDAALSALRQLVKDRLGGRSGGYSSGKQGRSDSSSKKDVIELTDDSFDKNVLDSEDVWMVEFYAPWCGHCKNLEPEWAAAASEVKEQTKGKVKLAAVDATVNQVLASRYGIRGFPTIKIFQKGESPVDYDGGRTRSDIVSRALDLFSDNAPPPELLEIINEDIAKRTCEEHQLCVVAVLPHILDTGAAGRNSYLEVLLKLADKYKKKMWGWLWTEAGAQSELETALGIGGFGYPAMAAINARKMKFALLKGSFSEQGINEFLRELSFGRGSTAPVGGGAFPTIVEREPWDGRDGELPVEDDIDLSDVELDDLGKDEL
# * = called active by the depositor; ? = inconclusive; nt = not tested or not shown; & = joins results of further samples.
# Screens in order: esBAF inh	RAD52 anneal inh	ERAP1 inh	RAD54 branch	S100A4 inh HTS	E-sel inducer	Xi reactivation	ERp5 block
1: CCC(=O)N(Cc1cc2ccccc2[nH]c1=O)C(C)C
→ 2.2	-9.6	-0.9	0.3	2.4	nt	nt	-2.1
2: COc1ccc(NC(=S)/N=C(\N)Nc2nc(C)c3ccc(C)cc3n2)cc1
→ -0.8	-27.7	-0.2	-12.2	-0.4	8.5	0.1	3.3
3: C[C@@H]1CN([C@H](C)CO)C(=O)c2cccc(NC(=O)Nc3ccccc3)c2O[C@H]1CN(C)C(=O)Nc1ccccc1
→ -2.3	-6.3	2.4	-9.6	7.5	-0.1	0.0	-2.6
4: O=C(C[n+]1ccccc1)N1CCCc2ccccc21
→ nt	-13.6	-4.3	nt	3.1	nt	-0.1	-1.0
5: C[C@H](O)C#Cc1ccc2c(c1)O[C@H](CN(C)C)[C@H](C)CN([C@@H](C)CO)S2(=O)=O
→ -4.1	-1.9	0.8	-2.0	7.2	-0.7	-0.8	0.5
6: CC1(C)CC(CCNS(=O)(=O)c2ccccc2)(c2ccccc2)CCO1 (configuration not stated)
→ nt	1.4	6.2	nt	12.1	4.7	0.3	4.1
7: CC(CNc1ccc(Cl)cc1)(CNc1ccc(Cl)cc1)[N+](=O)[O-]
→ 0.8	-10.8	-4.8	3.0	-2.1	0.2	0.2	-1.7
8: Cc1ccc(S(=O)(=O)N(CC(=O)NCC2CCCO2)Cc2ccc(F)cc2)cc1 (configuration not stated)
→ -2.4	-0.4	-4.6	2.0	-1.7	12.3	0.3	1.5
9: C=C1C(=O)O[C@@H]2[C@H]1[C@@H](OC(=O)/C(C)=C/C)C/C(C)=C\C(=O)/C=C(\C)[C@@H]2O
→ -86.2	-6.8	2.4	-18.9	-11.5	-0.3	0.0	2.1
10: CCOc1ccc(S(=O)(=O)N2CCCC(C(=O)Nc3ccccc3)C2)cc1 (configuration not stated)
→ -2.1	6.6	1.0	1.3	-1.0	nt	0.1	-4.2
11: COc1ccc(S(=O)(=O)Nc2ccc3c(c2)C(=O)N([C@H](C)CO)C[C@H](C)[C@@H](CN(C)C(=O)CCC(F)(F)F)OCCCC[C@H](C)O3)cc1
→ 4.0	3.2	2.0	-2.7	-4.2	0.1	0.0	0.1
12: Cc1ccc(CN2CCC[C@]3(N[C@H](c4ccccc4)[C@@H]4C(=O)N(Cc5ccccc5)C(=O)[C@@H]43)C2=O)cc1
→ 4.0	2.5	1.5	0.9	-0.9	-0.1	0.2	5.2
13: O=C(NC1CCCCCC1)C1CCC(=O)N(Cc2ccccc2F)C1 (configuration not stated)
→ -0.4	-16.7	3.3	-1.8	10.0	0.9	-0.2	6.6
14: COc1ccc(-c2csc(C(NC(C)=O)c3ccccc3)n2)cn1 (configuration not stated)
→ 1.1	-7.7	2.1	-10.6	1.2	-0.1	0.4	0.7
15: O=C(CCl)N1CCN(S(=O)(=O)c2ccc3c(c2)OCCCO3)CC1
→ -9.2	-6.9	-0.6	9.6	-15.5	-0.5	0.2	4.4
16: COC(=O)c1ccsc1NC(=O)C1=COCCO1
→ -1.1	-2.0	-6.4	1.9	10.6	-0.2	0.4	1.9
17: CCOC(=O)c1csc(-n2nc(C)cc2C(F)(F)F)n1
→ nt	10.0	-1.9	nt	-36.4	-0.7	-0.3	0.6
18: CO[C@@H]1CN(C)C(=O)c2cc(NS(C)(=O)=O)ccc2OC[C@H](C)N(CC2CCCCC2)C[C@H]1C
→ 4.2	11.7	1.4	7.6	1.2	0.1	-0.1	0.0
19: Cc1ccc(CCN2CC(C(=O)NCCN(C)C)CC2=O)cc1 (configuration not stated)
→ 6.4	-11.8	0.1	12.8	-2.3	0.8	0.1	-4.2
20: CCC(=O)N1CCc2cc(S(=O)(=O)N3CCN(c4cc(Cl)ccc4C)CC3)ccc21
→ -3.7	1.9	4.0	-10.1	6.4	nt	0.0	-5.1
21: Cc1ccccc1S(=O)(=O)NCC[C@H]1CC[C@@H](NC(=O)C2CCCCC2)[C@@H](CO)O1
→ 3.4	-1.0	0.2	0.6	-9.3	-0.4	0.1	7.0
22: CCCNC(=O)[C@@H]1[C@@H](CO)[C@@H]2Cn3c(ccc(-c4ccccc4)c3=O)[C@H]1N2C(=O)Nc1ccccc1
→ 3.9	4.1	-0.1	-16.6	1.6	0.0	0.6	1.1
23: O=C(NCCOc1ccccc1)c1cccc2c1C(=O)c1ccc(Cl)cc1S2(=O)=O
→ 12.9	-14.0	0.3	0.4	2.2	-0.1	-0.1	2.2
24: Cc1ccc(S(=O)(=O)N(C)C[C@@H]2Oc3c(NS(=O)(=O)c4ccc(Cl)cc4)cccc3C(=O)N([C@H](C)CO)C[C@@H]2C)cc1
→ 0.4	-31.9	0.9	-5.1	-14.5	0.9	0.1	-1.0
25: COc1cccc(C(=O)OCC(=O)N2CCc3ccccc32)c1OC
→ 31.4	-9.6	-3.6	1.3	-3.9	0.0	-0.1	-0.6
26: CN(CC(=O)Nc1ccc(F)c(F)c1F)C(=O)c1ccc2c(c1)NC(=O)CS2
→ -8.6	-10.6	0.6	nt	-0.9	5.6	0.1	3.1
27: C[C@@H]1CCCCO[C@H](CN(C)C(=O)NC2CCCCC2)[C@@H](C)CN([C@@H](C)CO)C(=O)c2cc(NC(=O)C3CCCCC3)ccc2O1
→ -0.2	-24.8	5.4	9.2	-0.1	-0.3	-0.5	4.1
28: CC(=O)Nc1ccc(S(=O)(=O)NC2(C(F)(F)F)N=C(c3ccccc3)NC2=O)cc1 (configuration not stated)
→ -2.0	-17.0	-2.4	-4.5	0.1	nt	nt	4.2
29: CCN(C(=O)COc1ccc(C(C)=O)cc1)c1cccc2ccccc12
→ 1.9	-7.2	-1.2	9.1	-4.2	nt	0.1	1.8
30: CO[C@H]1CN(C)C(=O)c2cc(NC(=O)Nc3ccc(Cl)cc3)ccc2OC[C@@H](C)N(C)C[C@@H]1C
→ -5.6	21.2	-3.0	-11.1	5.8	1.0	0.8	0.9

# (cont.)
# Screens in order: esBAF inh	RAD52 anneal inh	ERAP1 inh	RAD54 branch	S100A4 inh HTS	E-sel inducer	Xi reactivation	ERp5 block
31: CN(C)C(=O)c1ccc(-c2ccc(C3[C@@H]4CN(C(=O)C5CCOCC5)C[C@H]3N4)cc2)cc1 (some centres not stated)
→ nt	2.4&-10.7	1.9&0.7	nt	-31.6&5.5	0.1&0.2	0.2&0.2	5.0&-6.2
32: Cc1[nH]c2ccccc2c1/C=N/NC(=S)NCc1ccccc1
→ nt	-150.5	0.7	nt	-7.0	nt	0.1	6.3
33: Cc1ccc(/C=C/C(=O)N2CCN(S(=O)(=O)c3cccs3)CC2)o1
→ nt	-19.9	-0.1	nt	2.6	0.8	-0.1	-1.2
34: O=C(Cc1ccccc1)N[C@@H]1C=C[C@@H](CC(=O)N2CCCCC2)O[C@H]1CO
→ -14.2	3.6	-0.2	0.3	3.1	0.2	1.2	1.6
35: COc1ccc2cc(/C=N/NC(=O)CN(c3ccccc3OC)S(=O)(=O)c3ccccc3)c(Cl)nc2c1
→ nt	-121.3	2.5	nt	7.2	nt	0.0	0.1
36: COc1ccc(CNS(=O)(=O)c2ccc(-n3cnnn3)c(C)c2)cc1
→ 1.1	-8.9	-3.5	-17.7	-2.2	0.2	0.3	-1.5
37: CSc1ccc(/C=C/C(=O)OCC(=O)N2CCCCCC2)cc1
→ 5.4	-7.2	1.8	3.7	-0.1	nt	0.2	-0.4
38: C=CCOn1c(=O)c(-c2ccccc2)[n+]([O-])c2ccccc21
→ 0.8	-5.0	-1.1	2.5	8.8	nt	0.0	-5.3
39: Cc1ccc(NC(=O)C2CCN(C(=O)c3ccccc3C)CC2)cc1
→ 1.1	-7.3	5.5	nt	-0.3	14.6	0.0	1.4
40: Cc1ccc(NC(=S)NC(=O)C2CCCC2)cc1C
→ nt	-7.9	-3.2	-1.0	42.1	3.0	0.0	-3.9
41: CC(C)NC(=O)Nc1ccc2c(c1)C(=O)N([C@H](C)CO)C[C@H](C)[C@H](CN(C)C(=O)Nc1ccccc1)O2
→ 4.9	-1.0	3.5	1.5	27.7	-0.4	-0.8	-5.2
42: CCOc1ccc(CCNC(=O)c2cccc(S(=O)(=O)N3CC(C)OC(C)C3)c2)cc1OCC (configuration not stated)
→ 1.8	-3.2	-1.5	2.0	4.2	-0.9	0.1	-1.9
43: Cc1ccc(C2OC(=O)C=C2c2ccccc2)cc1 (configuration not stated)
→ -4.1	-9.6	2.2	-0.4	-4.7	nt	0.1	-2.0
44: CCn1cc(C(=O)N2CCN(c3ccccc3F)CC2)c(=O)c2ccc(C)nc21
→ -2.1	-16.1	-1.9	-8.2	4.1	-0.1	5.8	3.5
45: Cc1cc(C)c(NC(=O)c2c[nH]c(=S)n2-c2ccc(F)cc2)c(C)c1
→ nt	-11.2	nt	nt	-1.0	0.1	-0.1	-0.9
46: CCOC(=O)c1ccc(Nc2c(OCC)c(=O)c2=O)cc1
→ nt	-5.3	-1.9	-12.2	-1.5	1.8	0.2	6.1
47: Cc1ccc(S(=O)(=O)Nc2ccc3c(c2)C(=O)N([C@@H](C)CO)C[C@@H](C)[C@H](CN(C)Cc2ccncc2)OCCCC[C@H](C)O3)cc1
→ 4.8	5.2	-3.4	-21.7	5.2	nt	0.1	-2.8
48: O=C(Nc1ccc(Cl)cc1F)c1ccc(-n2cncn2)cc1
→ ?	-8.8	0.8	-5.7	-0.4	nt	0.1	-5.5
49: O=C(Oc1ccc(C(=S)N2CCOCC2)cc1)c1ccccc1F
→ 1.8	-7.1	-0.9	-23.4	-5.9	0.1	0.4	-0.5
50: O=C(CSc1ncccn1)NNC(=O)c1ccccc1
→ -4.2	0.0	3.2	3.0	-5.5	0.6	0.1	0.4
51: Cc1ccc(S(=O)(=O)NC2CCCCCC2)cc1
→ 7.4	7.5	2.2	-0.5	-0.5	24.6	0.3	-2.7
52: Cc1ccc(-c2nn3c(C)nnc3s2)cc1NC(=O)c1ccco1
→ 4.0	-25.6	nt	4.0	2.9	-0.3	0.3	-7.1
53: Cc1cc(C)nc(NC(=O)c2ccc(Cl)c([N+](=O)[O-])c2)n1
→ nt	-3.9	-1.9	nt	-3.0	nt	0.3	-8.6
54: Cc1oc2c(O)c(O)ccc2c(=O)c1-c1ccccc1
→ -7.4&-1.6	-9.7	3.3	-4.3&0.4	-5.4&7.7	-1.5	-0.1	3.4
55: Cc1ccc(OCC(=O)NNC(=S)NC(=O)c2ccc(Br)o2)c(C)c1
→ nt	-16.0	-1.1	11.5	-7.7	0.2	0.4	-0.5
56: COc1nc(OCC#N)nc(N2CCCCC2)n1
→ nt	-12.4	-0.3	nt	-0.4	2.6	0.3	1.2
57: COc1cccc(C#Cc2ccc([C@@H]3[C@@H](CO)N4C(=O)CN(C(=O)c5ccccc5)C[C@H]34)cc2)c1
→ nt	9.4	-1.4	nt	-6.7	0.0	0.3	-0.9
58: Cc1ccc(-n2c(=O)cc(N3CCN(Cc4ccccc4)CC3)[nH]c2=O)cc1
→ -4.3	-38.1	-0.2	-9.6	-0.3	-0.1	0.2	-1.1
59: O=C(Nc1cccc(S(=O)(=O)c2cccc(NC(=O)C3CC3)c2)c1)C1CC1
→ -0.9	-11.3	-7.8	-2.5	-1.6	nt	nt	-10.1
